XBP1 UPR activ – activators of adaptive arm of unfolded protein response (XBP1); CHO-XBP1 luciferase reporter, IRE1-XBP1 UPR activation, luminescence; percent of tunicamycin response, DMSO as zero; activation, % at 20 µM; 0.33% of 330,000 active; AID 463104;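 active = versus positive control, 20 µM dose yields 30% or more activation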;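 note: 100% = tunicamycin at 10 µg/mL and 0% = DMSO only wells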
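assay system = CHO-XBP1 luciferase reporter cells | amount = 1000 cells/well | buffer or medium = F12 plus 10% FBS | compound dosing = single point, 20 µM final compound, 1% DMSO | incubation = 16-18 h cell attachment at 37 °C, then 6 h compound exposure | detection = Steady-Glo luminescence read | controls = tunicamycin 10 µg/mL and vehicle-only wells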
CHOP UPR activ – apoptotic UPR (CHOP) activation; CHO-CHOP luciferase reporter, luminescence; percent of tunicamycin response over DMSO baseline; 0.34% of 330,000 active; activation, % at 10 µM;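 active = at 10 µM dose, activation of 40% or more, normalized to positive control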;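 note: 100% = tunicamycin at 10 µg/mL and 0% = DMSO alone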
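Test system: CHO-CHOP cells, stable luciferase reporter of PERK-eIF2a-CHOP signalling | Quantity: 500 CHO-CHOP cells per well | Buffer or medium: F12 plus 10% serum | Compound dosing: 10 µM single point, 0.5% DMSO | Schedule: 6 h compound treatment, 37 °C | Signal: Luciferase luminescence | Control set: Tunicamycin high control, DMSO low control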
Mdm2-MdmX inh – disrupts the human Mdm2-MdmX interaction; O15151+Q00987; SaOS-2 split-luciferase Mdm2/MdmX complementation, luminescence; inhibition, % at 8 µM; 3% of 330,000 active;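 active = inhibition of at least 50% at 8 µM in the primary screen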
tim23-1 inh – tim23-1 yeast growth inhibition; S. cerevisiae tim23-1 growth, BacTiter-Glo luminescence, 24 h; inhibition, % at 20 µM; 1.3% of 330,000 active; AID 463212;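 active = growth inhibition of the mutant yeast at or above 50%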;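 note: temperature-sensitive mutant grown at 25 °C; plate controls were DMSO-treated mutant yeast for no effect and medium wells lacking yeast for full effect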
APJ antagonist – blocks the human apelin receptor APJ; P35414; inhibition, % at 20 µM; 0.32% of 330,000 active; AID 2521; CHO-K1 APJ beta-arrestin complementation, luminescence;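 active = inhibition above about 40% at 20 µM, limit read from the data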;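 note: cells challenged with 10 nM apelin-13 agonist together with compound; plate controls were apelin-13 plus DMSO wells for no effect and DMSO wells lacking apelin-13 for full effect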
Target sequence (P35414 whole entry, looked up): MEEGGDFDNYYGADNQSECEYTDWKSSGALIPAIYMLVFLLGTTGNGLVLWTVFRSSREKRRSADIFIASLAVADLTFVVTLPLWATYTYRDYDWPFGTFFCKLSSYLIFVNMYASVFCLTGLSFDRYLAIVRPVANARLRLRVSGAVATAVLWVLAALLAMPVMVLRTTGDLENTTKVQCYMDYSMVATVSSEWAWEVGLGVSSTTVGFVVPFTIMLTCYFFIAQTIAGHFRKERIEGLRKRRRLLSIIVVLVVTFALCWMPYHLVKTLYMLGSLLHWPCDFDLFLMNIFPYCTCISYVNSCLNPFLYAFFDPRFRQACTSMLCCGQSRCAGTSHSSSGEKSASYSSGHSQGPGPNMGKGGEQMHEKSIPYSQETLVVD
CXCR6 inh – inhibitors of human CXCR6 receptor | O00574 | CHO-K1 PathHunter CXCR6 beta-arrestin, luminescence | inhibition, % at 20 µM | 0.36% of 360,000 active; in the data active = inhibition above about 34%, passing the limit was not always enough;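 note: antagonist mode with CXCL16 agonist at 10 nM final; 0% = 10 nM CXCL16 with DMSO and 100% = unstimulated wells without agonist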
Target sequence (O00574 whole entry, looked up): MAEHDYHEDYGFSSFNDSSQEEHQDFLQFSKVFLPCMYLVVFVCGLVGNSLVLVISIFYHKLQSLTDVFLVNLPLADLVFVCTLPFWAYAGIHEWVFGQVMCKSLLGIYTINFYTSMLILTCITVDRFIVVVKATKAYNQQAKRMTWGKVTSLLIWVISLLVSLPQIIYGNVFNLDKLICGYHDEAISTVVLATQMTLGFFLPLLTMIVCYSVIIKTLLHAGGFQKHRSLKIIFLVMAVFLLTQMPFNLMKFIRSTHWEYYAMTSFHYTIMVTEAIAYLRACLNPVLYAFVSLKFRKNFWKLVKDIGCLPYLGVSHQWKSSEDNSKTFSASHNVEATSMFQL
CCR6 antag – blocks CCL20-driven beta-arrestin recruitment at human CCR6; P51684; CHO-K1 CCR6 PathHunter beta-arrestin, luminescence, CCL20-stimulated; inhibition, % at 20 µM; 0.49% of 340,000 active; AID 493098;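 active = compounds whose inhibition of the agonist-driven luminescence signal at 20 µM reaches about 50%, limit read from the data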;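 note: cells stimulated with CCL20 at 14 nM final; plate controls were DMSO with CCL20 for no effect and DMSO without agonist for full effect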
Target sequence (P51684 whole entry, looked up): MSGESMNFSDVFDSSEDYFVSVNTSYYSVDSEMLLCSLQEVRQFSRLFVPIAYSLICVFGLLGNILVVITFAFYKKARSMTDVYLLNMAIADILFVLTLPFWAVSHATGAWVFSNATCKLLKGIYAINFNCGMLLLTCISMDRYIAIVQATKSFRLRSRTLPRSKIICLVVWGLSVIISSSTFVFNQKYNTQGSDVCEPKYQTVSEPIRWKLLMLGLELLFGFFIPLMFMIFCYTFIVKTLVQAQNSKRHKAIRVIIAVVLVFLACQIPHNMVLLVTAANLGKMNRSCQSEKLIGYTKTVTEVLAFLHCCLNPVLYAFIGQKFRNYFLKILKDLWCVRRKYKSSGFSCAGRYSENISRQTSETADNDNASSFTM
APJ ag – APJ receptor agonism | P35414 | CHO-K1 APJ PathHunter beta-arrestin, luminescence; 0% DMSO wells, 100% apelin | activation, % at 20 µM | 0.11% of 330,000 active | AID 2520;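 active = activation more than six SD over the plate average, tested at 20 µM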;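 note: 0% = DMSO alone and 100% = apelin-13 at 10 nM; some results filed as inactive read as strong as hits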
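Test system: CHO-K1 APJ beta-arrestin complementation cell line | Compound: Single test compound dose, 20 µM final, 1% DMSO | Incubation: Compound 90 min 25 °C, reagent 1 h | Measured by: beta-gal luminescence | Read-out basis: APJ–arrestin association signal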
EBI2 antag – antagonists of human EBI2 receptor; P32249; EBI2 beta-arrestin recruitment, luminescence, 7a,25-OHC stimulated; inhibition, % at 5 µM; 0.81% of 360,000 active; in the data active = inhibition above about 38%;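 note: enzyme fragment complementation signal reports receptor beta-arrestin coupling in cells; 0% = agonist plus DMSO wells and 100% = wells without agonist; some results beyond the cut were filed as inactive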
* marks the source's active call; other numbers are inactive results; · = not tested or not shown. Some of the compounds tested; rates above refer to the full screens.

SMILES	XBP1 UPR activ	CHOP UPR activ	Mdm2-MdmX inh	tim23-1 inh	APJ antagonist	CXCR6 inh	CCR6 antag	APJ ag	EBI2 antag
COCC(=O)N1CCC(Oc2ccc(C(=O)NCCCn3cccn3)cc2)CC1	4	-2.7	-8	8	8	-5	13	-3	-10
CCOc1cc(NC(=O)c2cnccn2)c(OCC)cc1NC(=O)c1cccc(F)c1	-3	1.8	3	17	-7	·	·	-5	·
Cc1ccc(C(=O)O/N=C/c2ccc3c(c2)OCO3)cc1	1	2.1	-4	-4	2	4	-2	-1	0
COc1ccc(NC(=O)CSc2nc3ccccc3c(=O)n2CCNC(C)=O)cc1	2	-1.7	10	4	-1	-3	-1	-3	-12
Cc1ccc(N)cc1NC(=O)CN1CCOCC1	-9	-3.1	20	-6	4	-2	1	2	-1
CC1CCC2(CC1)NC(=O)N(CC(=O)N1c3ccccc3CC1C)C2=O (stereo unspecified)	-2	-0.5	-32	11	6	2	6	-2	-3
COc1cc(C)ccc1S(=O)(=O)N1CCN(C23CC4CC(CC(C4)C2)C3)CC1	0	-0.6	-1	16	-3	1	-18	0	0
COC(=O)c1[nH]c2ccccc2c1NC(=O)CNC1CCCCC1	-1	-2.7	31	13	-17	-1	7	-6	-8
CC(C)(C)OC(=O)NCC1CCN(S(=O)(=O)Cc2ccccc2)CC1	0	-0.1	17	2	8	-5	3	-1	-2
COc1ccc(C(C)=O)c(Oc2ccc(S(=O)(=O)N3CCOCC3)cn2)c1	1	-2.3	13	3	5	-7	9	-4	-16
CCOc1ccc(-n2c(C)cc(/C=N\NC(=O)CC(=O)NC3CCCCC3)c2C)cc1	-1	-1.3	16	8	6	-6	-3	-2	0
COc1ccc(OC)c(S(=O)(=O)N(C(C)=O)c2ccc3oc(=O)sc3c2)c1	0	0.4	-13	28	10	8	4	-3	-3
CSc1ncc(CO)n1Cc1ccccc1	0	0.0	1	-4	-32	3	-10	-1	-1
CCN(CC)S(=O)(=O)c1cc(C(=O)Oc2cccc(-c3cnc4ccccc4n3)c2)ccc1OC	0	0.8	-41	28	14	4	32	-1	22
CCCNC(=O)NC(=O)CSc1ncc(C(F)(F)F)cc1Cl	1	-0.4	-6	9	16	-3	8	0	-7
O=C(CSc1ncn[nH]1)Nc1ccccc1Sc1ccccc1	-4	-1.5	17	-7	-27	-3	8	-4	2
CCOC(=O)c1cnn(-c2ccccc2)c1NC(=O)CN1CCOCC1	-2	1.2	19	-2	-9	0	-4	1	-7
Cc1onc(-c2ccccc2Cl)c1C(=O)Nc1nc2ccc(S(C)(=O)=O)cc2s1	-7	1.1	0	15	-21	9	-3	-2	-2
CCOC(=O)c1c(C)c(C(=O)Nc2ccc3c(c2)OCCO3)c(C)n1C	-3	4.1	11	6	-20	3	-7	-1	4
CC12CC(NC(=O)N1c1cccc(C(=O)NCc3ccc4c(c3)OCO4)c1)c1cc(Cl)ccc1O2 (stereo unspecified)	-2	3.0	24	-6	-17	-8	-16	1	1
CN(CC(=O)Nc1ccncc1)S(=O)(=O)c1ccccc1	-2	0.6	7	-8	-17	2	-4	-4	-5
Cc1nc(S(=O)(=O)c2ccc(Br)cc2)nc2c1CCC2	-2	-0.2	13	13	9	2	13	-1	-3
COc1cccc(N2CCN(C(=O)c3ccc(-c4ccccc4)cc3)CC2)c1	-3	0.3	1	14	-45	4	3	-8	11
O=S(=O)(NCc1ccc(Cl)cc1)c1cccc2cccnc12	-3	0.8	17	15	2	0	10	-4	-2
CN1CCN(CC(=O)N2c3ccccc3C(C)(c3ccc(Cl)cc3)CC2(C)C)CC1 (stereo unspecified)	0	-3.6	30	6	13	9	1	-7	-2
COc1ccc(C(=S)N2CCCCCC2)cc1	0	-0.6	-14	4	2	-8	-1	-6	-7
CCOc1ccc(N(C)S(=O)(=O)c2ccc(C)c(C(=O)NCCc3ccc(OC)cc3)c2)cc1	-4	0.9	-7	6	23	-3	11	4	17
Cc1ccc(NC(=O)CN2C(=O)NC3(CCCCC3)C2=O)cc1S(=O)(=O)N1CCOCC1	1	-1.0	-36	4	-1	-1	13	2	-5
CC(=O)c1cc2c(cc1NC(=O)CCNC(=O)c1ccccc1Cl)OCO2	-5	-1.5	19	16	0	-1	9	-2	-3
CCCCNC(=O)N1CCc2ccccc2C1	1	-0.7	8	14	5	-5	-1	-1	3
COc1cc(OC)c(-c2nnc(-c3ccc(OC)c(OC)c3OC)o2)cc1OC	5	-1.8	36	3	-14	-5	-13	-3	9
O=C(O)c1ccc(Cl)c(NC(=S)NC(=O)c2cccc(COc3ccccc3)c2)c1	-2	0.6	5	10	1	10	22	2	-6
NS(=O)(=O)c1cnccc1Nc1cccc(Br)c1	-1	0.0	19	19	3	0	-3	-2	1
Cc1cccc(CN2CCc3c([nH]c4ccccc34)C2)c1	3	0.0	-4	22	-7	-2	-1	3	21
Cc1cc(C)cc(N(C(=O)CCC(=O)Nc2cc(C)on2)C(C(=O)NC2CCCC2)c2ccco2)c1 (stereo unspecified)	-4	1.0	9	13	-7	7	6	-1	0
Cc1ccc(S(=O)(=O)N(C)C)cc1NC(=O)COC(=O)/C=C/c1ccc2c(c1)OCO2	-1	-3.4	36	4	-9	-13	7	-4	11
Cc1ccc(NC(=O)CCC(=O)N/N=C/c2ccc([N+](=O)[O-])o2)cc1C	1	2.6	15	-14	-16	-12	7	8	-2
Cc1ccc2c(c1C)NC(=O)CC(c1ccccc1O)=N2	-1	3.4	28	4	-5	2	15	-3	-2
Cc1ccc(OCC(=O)Nc2ccc(N3CCN(S(C)(=O)=O)CC3)cc2)cc1C	-4	2.2	-7	-15	17	4	-4	-2	0
Cc1ccc(-n2nc3c(c2NC(=O)c2ccc4c(c2)OCO4)CS(=O)(=O)C3)c(C)c1	-7	-0.9	-6	18	6	0	12	-1	-12
CCCCc1cc(=O)oc2cc(C)c(CN3CCCC3)c(O)c12	1	-2.9	26	41	11	6	29	3	5
CCN(CC)C(=O)CSc1nc(C)cc(-c2cccs2)c1C#N	-1	-1.0	1	17	15	2	4	3	2
CC(=O)c1cc(F)c(N2CCN(C(=O)COc3ccccc3F)CC2)cc1C	-1	0.8	27	-15	10	-1	-9	-5	5
COc1cccc(-n2nnc3c(=O)n(CC(=O)N4CCC(C)CC4)cnc32)c1	-5	-2.2	17	1	16	-4	-2	0	1
CCC(C)[C@H](NC(=O)Nc1ccc2c(c1)OCCO2)C(=O)O (stereo partly specified)	0	-2.9	15	-5	14	-2	-5	3	-6
O=C(COc1ccccc1[N+](=O)[O-])Nc1ccc2oc(=O)ccc2c1	0	2.5	32	-1	15	2	1	-1	2
CC(=O)c1ccc(Cl)c(Cl)c1Cl	-3	-0.2	4	-13	-13	0	2	0	3
COC(=O)/C=C1\C(=O)N(c2nc3ccccc3s2)C(=S)N1c1ccc(F)cc1	12	18	-3	1	-8	4	-6	1	89*
CCCCSc1cnn(-c2ccccc2)c(=O)c1SCCCC	0	-2.0	23	27	4	1	14	1	-4
CSc1nnc(C)c(=O)n1COC(=O)c1cc(Cl)ccc1[N+](=O)[O-]	-1	-0.6	-1	-5	5	-8	-4	-2	-18

Only EBI2 antag, CHOP UPR activ and Mdm2-MdmX inh (3 entries from above):
Compound | EBI2 antag | CHOP UPR activ | Mdm2-MdmX inh
CCCCc1cc(=O)oc2cc(C)c(CN3CCCC3)c(O)c12 | 5 | -2.9 | 26
CCN(CC)C(=O)CSc1nc(C)cc(-c2cccs2)c1C#N | 2 | -1.0 | 1
CC(=O)c1cc(F)c(N2CCN(C(=O)COc3ccccc3F)CC2)cc1C | 5 | 0.8 | 27

More compounds follow:
SMILES	XBP1 UPR activ	CHOP UPR activ	Mdm2-MdmX inh	tim23-1 inh	APJ antagonist	CXCR6 inh	CCR6 antag	APJ ag	EBI2 antag
Cc1nnc(NC(=O)CSc2nnc(CC(=O)Nc3ccccc3F)n2C)s1	-4	0.1	6	0	-19	3	6	-1	-13
O=C(Nc1cccnc1Cl)c1cc2c(s1)-c1ccccc1OC2	-1	6.0	-3	15	-7	-4	7	-2	6
CCC(=O)NC(=S)Nc1ccc(NC(=O)c2ccc([N+](=O)[O-])cc2)cc1	-3	0.3	-12	34	-70	-10	11	2	-5
Cn1nnc(NCc2cc(Br)ccc2OCc2cccs2)n1	-2	0.1	-9	11	-9	2	4	4	8
COc1ccc(OC)c(C2SCCN2S(=O)(=O)c2cccc(C(F)(F)F)c2)c1 (stereo unspecified)	0	-2.7	6	19	17	8	12	-3	21
COC(=O)c1cn(NC(=O)c2ccncc2)c(=O)c2ccccc12	1	0.6	13	-17	4	0	-2	-15	-5
Clc1cccc(Cl)c1CSc1nnc2ccccn12	7	5.2	-20	-1	7	2	4	1	-14
Cc1ccc(NC(=O)CSc2nnc(-c3ccoc3C)n2CCCN(C)C)cc1Cl	-3	2.2	-16	3	-3	-2	20	1	-1
Clc1cc2nc(-c3cccnc3Cl)[nH]c2cc1Cl	0	6.5	-176	-10	3	-11	-4	0	14
O=C(O)c1ccc(/C=N/NC(=O)C2CC2(c2ccccc2)c2ccccc2)cc1 (stereo unspecified)	16	0.2	-21	20	14	·	·	-2	·
Cc1ccc(C)c(NC(=O)CCN2CCCCC2)c1	-5	2.0	3	1	-10	8	4	-2	-1
CCOC(=O)C(O)(CC(=O)c1ccc(OC)cc1)C(F)(F)F (stereo unspecified)	-1	1.0	-16	10	-9	5	6	-9	24
CCNc1nc(-c2cc3ccccc3o2)cs1	3	2.2	-275	37	15	0	9	-5	16
CC1(C)O[C@@H]2C[C@H]3[C@@H]4CCC5=CC(=O)C=C[C@]5(C)[C@@]4(F)[C@@H](O)C[C@]3(C)[C@]2(C(=O)CO)O1	-3	0.0	22	-20	21	0	5	4	2
Cc1cc(C(=O)COC(=O)C2CC2)c(C)n1-c1ccc(F)cc1	-6	-6.5	6	36	-7	1	10	-4	3
O=C1N/C(=C/c2ccsc2)C(=O)N1c1ccccc1	4	4.4	-17	-7	19	-8	6	1	1
CCOC(=O)c1cccc(C2=CC(=O)CC(C)(C)C2)c1	4	1.8	-10	41	12	-9	9	-3	9
Cc1ccccc1C(=O)NC1CCN(CC(=O)Nc2ccccc2Cl)CC1	-4	1.7	6	12	9	-9	13	2	-5
CN(C)C(=O)COC(=O)c1cccc(S(=O)(=O)N2CC3(C)CC2CC(C)(C)C3)c1 (stereo unspecified)	0	-1.1	24	26	-4	2	-3	-3	-12
CCn1c(COc2cccc(OC)c2)nnc1SCC(=O)Nc1ccccc1C(=O)OC	-1	-0.8	11	13	14	0	-3	-4	2
NC(=O)NC(=O)COC(=O)/C=C/c1cccc(Br)c1	-1	-0.5	13	-28	-32	-3	10	-2	-4
Cc1ccccc1-c1nc(CS(=O)(=O)CC(=O)NCCc2ccccc2)c(C)o1	-4	1.5	23	27	6	-3	5	-4	9

Source: PubChem
